# Assay outcomes deposited in PubChem BioAssay by National Center for Advancing Translational Sciences (NCATS).
# TDP1 inh: qHTS Assay for Inhibitors of Tyrosyl-DNA Phosphodiesterase (TDP1); Tyrosyl-DNA phosphodiesterase 1 (Homo sapiens), Q9NUW8; recombinant TDP1, AlphaScreen DNA substrate cleavage; Potency, µM (highest dose often 130 µM), for the others: top-dose activity change, negative = inhibition, hits mostly inhibitors; 0.28% of 350,000 active; AID 485290, 2010; further: nearly all actives have a fitted effect of over 40% in size
# Target sequence (Q9NUW8 whole entry, looked up): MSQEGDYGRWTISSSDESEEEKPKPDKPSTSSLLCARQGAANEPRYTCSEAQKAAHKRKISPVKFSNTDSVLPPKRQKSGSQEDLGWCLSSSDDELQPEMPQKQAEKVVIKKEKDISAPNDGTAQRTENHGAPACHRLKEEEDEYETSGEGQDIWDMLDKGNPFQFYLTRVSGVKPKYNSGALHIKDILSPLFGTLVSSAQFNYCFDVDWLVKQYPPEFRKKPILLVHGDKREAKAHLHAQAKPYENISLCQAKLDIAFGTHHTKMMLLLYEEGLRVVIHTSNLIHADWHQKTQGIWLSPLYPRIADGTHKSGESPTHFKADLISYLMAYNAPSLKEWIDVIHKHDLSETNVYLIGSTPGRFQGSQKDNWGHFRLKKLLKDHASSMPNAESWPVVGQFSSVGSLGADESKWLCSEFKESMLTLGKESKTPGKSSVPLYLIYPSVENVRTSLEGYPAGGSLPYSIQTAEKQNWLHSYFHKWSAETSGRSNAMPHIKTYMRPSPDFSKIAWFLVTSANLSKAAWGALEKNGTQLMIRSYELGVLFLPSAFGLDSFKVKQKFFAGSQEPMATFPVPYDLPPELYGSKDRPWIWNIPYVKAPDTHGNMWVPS
#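 AlphaScreen read-out: signal falls as enzyme removes the 3' tyrosine-FITC from a 5'-biotinylated DNA oligo (15 nM, 5 min, RT). Enzyme was E. coli-made recombinant Tdp1 at 1 nM, exposed to compound for 15 min beforehand; beads 10 ug/ml, 10 min.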
# N370S GC: qHTS Assay for Inhibitors and Activators of N370S glucocerebrosidase as a Potential Chaperone Treatment of Gaucher Disease; Lysosomal acid glucosylceramidase (Homo sapiens), P04062; N370S GC spleen homogenate, 4MU-glucoside fluorescence; Potency, µM (series often up to 59.4 µM), for inactives: at the top dose activity change, negative = inhibition, hits mostly inhibitors; 0.092% of 330,000 active; AID 2101, 2009;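 further: 0% = full enzyme activity and -100% = no enzyme basal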
# FEN1 inhibitor: qHTS Assay for the Inhibitors of Human Flap endonuclease 1 (FEN1) | P39748 | Recombinant FEN1 flap cleavage, fluorescence, 15 min | Potency, µM (titrated, usually from 114 µM), for the others: at the highest dose activity change, negative = inhibition, usual class: inhibitors | 0.35% of 390,000 active; further: nearly all actives have a fitted effect of over 65% in size
# Target sequence (P39748 whole entry, looked up): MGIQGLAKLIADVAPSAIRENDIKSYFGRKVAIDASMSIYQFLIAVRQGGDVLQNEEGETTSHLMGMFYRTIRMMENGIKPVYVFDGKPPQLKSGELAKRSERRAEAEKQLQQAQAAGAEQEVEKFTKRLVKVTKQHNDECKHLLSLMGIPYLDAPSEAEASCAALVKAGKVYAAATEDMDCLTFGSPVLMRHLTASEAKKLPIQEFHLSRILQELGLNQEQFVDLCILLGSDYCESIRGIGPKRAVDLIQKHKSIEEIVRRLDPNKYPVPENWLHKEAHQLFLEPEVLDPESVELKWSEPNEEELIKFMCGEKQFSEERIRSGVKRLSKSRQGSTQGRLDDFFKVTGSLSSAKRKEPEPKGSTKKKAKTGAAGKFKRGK
#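 Potency values derive from four-parameter Hill fits of normalized qHTS data. The reaction used 10 nM FEN1 preincubated 15 min at room temperature with compound, then 50 nM DNA substrate, read at 0 and 15 min.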
# An asterisk follows results filed as active; ? = inconclusive; nt = no result given; [ ] = another dose, or the depositor's remark. The call rests on the fitted dose curve; in most records, active means well fitted curve in the direction sought with a large enough effect; inconclusive means small, poorly fitted or top-dose-only effect, or another doubt; inactive means no such curve, though single readings can be large; an effect the other way counts as inactive or inconclusive. Unless noted, on the % scale 0 is the no-effect control and ±100 the full control effect; potency means the concentration at half of the fitted maximal effect. The order is random; 0.53% or so of the library scored in one or more.
# Under each structure – TDP1 inh | N370S GC | FEN1 inhibitor
Cc1ccc(NC(=O)CN(C)C(=O)c2ccc(Br)o2)cc1
 : 9% | -6% | 15%
CCC(=O)c1ccc2c(c1)OCCO2
 : 1% | 21% | 17%
Cc1noc(C)c1S(=O)(=O)N(CC(=O)N1CCCC1)c1ccc(C(C)C)cc1
 : 2% | 6% | 16%
Cc1cccc(C)c1N1C(=O)CC(N2CCN(S(=O)(=O)c3ccccc3F)CC2)C1=O (stereo not given)
 : 1% | nt | -6%
COc1ccc(NC(=O)C2CCCN(S(=O)(=O)c3ccc4[nH]c(=O)ccc4c3)C2)cc1 (stereo not given)
 : nt | -1% | 19%
O=C(CCN1CCN(C/C=C/c2ccccc2)CC1)Nc1ccccc1Cl
 : nt | -4% | -10%
Cc1ccc(NC(=O)CN2CCCC2c2cccn2C)c(Br)c1 (stereo not given)
 : 9% | nt | -2%
Cc1ccc(-n2nc(C)c(C3C(C#N)=C(N)OC4=C3C(=O)CC(C)(C)C4)c2Cl)cc1 (stereo not given)
 : 4% | 2% | nt
C=CCNC(=O)c1ccc2nc(-c3ccco3)c(-c3ccco3)nc2c1
 : -9% | nt | -23%
NC(=O)CN1C(=O)C2CCCCN2C(=O)c2ccccc21 (stereo not given)
 : 1% | -3% | 2%
COc1ccc2[nH]cc(C(=O)N3CCCCC3)c(=O)c2c1
 : 0% | 2% | -4%
CCn1nc(C)c(/C=N/NC(=O)c2c[nH]c3ccccc23)c1C
 : -3% | 2% | 0%
Cc1ccc(-n2ncc3c(NCCCOC(C)C)ncnc32)c(C)c1
 : 4% | 14% | 1%
COc1ccc(CNC(=O)C2CCCN2S(=O)(=O)c2ccc(C)cc2)cc1 (stereo not given)
 : 4% | 2% | -2%
COC(=O)c1ccccc1-c1ccc(/C=C2\C(=O)N(c3ccccc3)N=C2c2ccccc2)o1
 : 10% | -4% | -3%
CCn1nnnc1SCC(=O)Nc1cccc(C)n1
 : 2% | 5% | -5%
Cc1ccccc1Nc1nnc(SCC(=O)Nc2ncc(C(F)(F)F)cc2Cl)s1
 : 5% | 5% | -4%
CS(=O)(=O)c1ccc(Cl)c(NC(=O)COC(=O)CCN=C2NS(=O)(=O)c3ccccc32)c1
 : nt | -2% | 3%
O=S(=O)(c1ccc(-c2cc(C(F)(F)F)on2)s1)N1CCN(c2ccc(F)cc2)CC1
 : 3% | nt | 18%
COC(=O)[C@@H]1C[C@@H]2CC[C@@H](O)C[C@@H]2N1Cc1ccc(C)s1
 : 5% | -14% | nt
O=C(NCc1ccco1)C(c1ccc(F)cc1)N(C(=O)Cc1cccs1)c1cccnc1 (stereo not given)
 : 1% | 4% | 2%
CC(C)CCOc1cccc(OCC(=O)N(C)C2CCS(=O)(=O)C2)c1 (stereo not given)
 : 3% | -11% | -3%
O=C(Cn1c(CC(=O)N2CCOCC2)nc2ccccc21)Nc1ccc2c(c1)OC(F)(F)O2
 : 0% | 8% | 6%
CCc1ccccc1NC(=O)CN(C)C(=O)Cn1ncc(Cl)c(Cl)c1=O
 : 1% | 2% | 6%
COc1cc2c(cc1OC)CN(CC(=O)Nc1ccc(C)c(S(=O)(=O)N3CCOCC3)c1)CC2
 : 4% | -1% | 2%
COCCn1c(SCC(=O)Nc2cc(Cl)ccc2OC)nc2c([nH]c3ccccc32)c1=O
 : 4% | nt | -6%
CC(C)OC(=O)CSc1nc(N2CCOCC2)c2c(c1C#N)CC(C)(C)OC2
 : nt | -2% | -13%
O=C(NCc1ccc(Cl)cc1)c1cc2ccccc2o1
 : -1%[12.3 µM] | nt | -12%
COc1ccc(-c2cc(C(F)(F)F)nc(NCCc3ccccc3)n2)cc1
 : -15% | nt | -5%
Cc1ccc(CNC(=O)C2CC(c3ccc([N+](=O)[O-])cc3)=NO2)cc1 (stereo not given)
 : 5% | 2% | -5%
COc1ccccc1CNC(=O)C1CCCN(S(C)(=O)=O)C1 (stereo not given)
 : 2% | 3% | -6%
O=C(N=Nc1c(O)n(Cc2ccccc2)c2ccccc12)c1ccncc1
 : 6% | 6% | -21%
Fc1ccc(-c2nc3nc4ccccc4nc3n2Cc2ccco2)cc1
 : 2% | ? | -9%
COc1ccc(NC(=O)C(c2ccccc2)N(C)C(=O)/C=C\c2ccc3c(c2)OCO3)cc1 (stereo not given)
 : 6% | nt | 5%
O=C(CC1S/C(=N/N=C/C=C/c2ccccc2)NC1=O)Nc1ccc(Cl)c(Cl)c1 (stereo not given)
 : 8% | -11% | 2%
COc1ccc(OC)c(-n2c(O)cnc2Nc2nc(C)cc(C)n2)c1
 : 0% | 1% | -5%
CC(NC(=O)C(c1ccccc1)c1ccccc1)C(=O)N1CCCCC1 (stereo not given)
 : 2% | -2% | 13%
Cn1c(=O)c2c(n3c4ccccc4nc13)NC(=O)CC2c1cccc(F)c1 (stereo not given)
 : 7% | nt | -4%
CN(C)S(=O)(=O)N(CC(=O)N1CCN(c2ccccc2F)CC1)c1ccccc1
 : -2% | 8% | 4%
Cc1ccc(-c2noc(COc3ccc4c(c3)OCO4)n2)cc1
 : 6% | 2% | 1%

# Single records, from the list above:
# Profile of Cn1c(=O)c2c(n3c4ccccc4nc13)NC(=O)CC2c1cccc(F)c1 (stereo not given) = TDP1 inh: 7%; N370S GC: nt; FEN1 inhibitor: -4%
# Profile of CCc1ccccc1NC(=O)CN(C)C(=O)Cn1ncc(Cl)c(Cl)c1=O = TDP1 inh: 1%; N370S GC: 2%; FEN1 inhibitor: 6%
# Profile of CC(C)OC(=O)CSc1nc(N2CCOCC2)c2c(c1C#N)CC(C)(C)OC2 = TDP1 inh: nt; N370S GC: -2%; FEN1 inhibitor: -13%

# (continued)
# Under each structure – TDP1 inh | N370S GC | FEN1 inhibitor
CCCn1c2ccccc2c2cnn(CC(=O)NCCCOC(C)C)c(=O)c21
 : 5% | nt | -5%
CCOc1ccccc1CNC(=O)CCCC(=O)n1nc(C)c2ccccc21
 : 1% | -13% | 13%
O=C1CCCC(O)=C1N=Nc1ccc2c(c1)OCO2
 : 8% | -12% | 3%
CCOc1ccc(CCNC(=O)c2ccc(CNS(=O)(=O)c3ccccc3)cc2)cc1OCC
 : -3% | -1% | -3%
COc1cc(C(=O)NCC(c2cccs2)N2CCOCC2)cc(OC)c1OC (stereo not given)
 : -4% | -2% | 13%
CCc1cc(=O)oc2c3c(c(Cl)cc12)OCN(Cc1cccc(OC)c1)C3
 : 5% | nt | 0%
CCn1c(C)nnc1SCC(=O)NC1CCCC1
 : 0% | 4% | 3%
COc1ccc2c(c1)CC[C@@H]1[C@@H]2CC[C@]2(C)C(=O)CC[C@@H]12
 : -5% | 12% | 17%
Cc1ccc(-c2cc(C(=O)NCc3cnn(C)c3C)c3ccccc3n2)cc1C
 : -2% | nt | -17%
CCOC(=O)c1c(NC(=O)C(F)(OC)C(F)(F)F)sc2c1CCN(C)C2 (stereo not given)
 : 6% | -4% | -3%
COc1ccc2oc(C)c(NC(C)=O)c2c1
 : 3% | 9% | 1%
COc1ccccc1-c1nnc(SCC(=O)NC2CCCCC2)n1C
 : 16% | -5% | -15%
O=C(Nc1nnc(-c2ccccc2)o1)Nc1ccc(F)cc1F
 : 0% | -7% | 1%
Cc1csc(C(C#N)C(=O)c2cc3ccccc3o2)n1 (stereo not given)
 : 4% | 8% | -16%
COc1ccc(OC)c(NC(=O)Nc2ccc(Cl)cc2)c1
 : 4% | 7% | -22%
CC(=O)C1=C(C)NC(=O)CC1c1ccccc1Cl (stereo not given)
 : 4% | -3% | -1%
COC(=O)C1=C(C)n2nnnc2NC1c1ccc(Cl)cc1 (stereo not given)
 : 5% | -19% | -2%
C1COCCNCCOCCOCCOCCN1
 : -4% | -4% | -4%
Cc1cccc(C)c1NC(=O)CSc1nnc(-c2ccoc2C)n1CCc1ccccc1
 : 4% | ? | 7%
COc1cc2nc(CN3CCOCC3)n(CC(=O)NCC(F)(F)F)c(=O)c2cc1OC
 : 2% | -12% | -1%
CSCCC(NS(=O)(=O)c1ccc(Cl)c(Cl)c1)C(=O)O (stereo not given)
 : 0% | 1% | -1%
O=C(C[C@H]1C[C@H](C(=O)N2CCOCC2)[C@@]2(CCC3CCCC3)c3[nH]c4cc(-c5ccco5)ccc4c3CCN2C1=O)NCCN1CCOCC1
 : 4%[56.1 µM] | nt | 13%
O=[N+]([O-])c1ccc(N2CCN(S(=O)(=O)Cc3ccccc3)CC2)cc1N1CCOCC1
 : 3% | -9% | -8%
COc1ccc(CN2CCN(Cc3cccc(OC)c3)C(CCO)C2)cc1 (stereo not given)
 : 3% | 2% | 9%
COC(=O)C1=C(C)N(c2cccc(C)c2)C(=O)/C1=C\c1cccs1
 : 4% | 0% | 1%
S=c1[nH]nc(-c2n[nH]c3c2CCC3)n1/N=C/C=C/c1ccco1
 : nt | 1% | -26%
Cc1ccc(C2/C(=C(\O)c3cnn(-c4ccccc4)c3C)C(=O)C(=O)N2CCN(C)C)o1 (stereo not given)
 : 3% | 6% | -2%
CCCOc1ccc(NC(=O)CC2C(=O)N(c3cccc(OC)c3)C(=O)N2CCc2ccncc2)cc1 (stereo not given)
 : 6% | nt | 12%
Cc1csc(NC(=O)C2CCN(S(=O)(=O)c3ccccc3)CC2)n1
 : -4%[0.505 µM] | -2% | -1%
CC(=Nc1ccccc1)C1=C(O)CSC1=O
 : -1% | -14% | -9%
Nc1cc2c3c(cccc3c1)C(=O)N(CCN1CCCC1)C2=O
 : 5% | -6% | 25µM*
CCOC(=O)N1CCN(S(=O)(=O)c2ccc(OCC)c(C)c2)CC1
 : -6% | 11% | -4%
O=C(Nc1ccc2c(c1)OCCO2)c1ccccc1F
 : 2% | 1% | -5%
Cc1cc2c(NS(=O)(=O)c3ccc(F)cc3)cccc2nn1
 : 1% | -9% | -20%
N#Cc1cccc(NC(=O)NCCc2c[nH]c3ccccc23)c1
 : 8% | -4% | 10%
COc1ccc(C(=O)Nc2ccccc2C(=O)N2CCCCCC2)cc1OC
 : 0% | 1% | -6%
O=c1[nH]c(C2CCN(S(=O)(=O)c3ccc([N+](=O)[O-])cc3)CC2)nc2c1nnn2Cc1ccccc1
 : nt | 0% | -1%
C#CCNC(=O)C1=C[C@@H](c2coc3ccccc3c2=O)[C@H](CCCO)[C@@H](OCC)O1
 : 4% | 0% | -5%
COc1ccc2ccccc2c1-c1sc(Nc2ccccc2)n[n+]1-c1ccc(F)cc1
 : nt | -14% | ?
Cn1c(C(=O)N2CCC(C(=O)N3CCOCC3)CC2)cc2sccc21
 : 1% | -3% | -3%
O=C(c1cccc(S(=O)(=O)N2CCOCC2)c1)N1CCN(Cc2ccc3c(c2)OCO3)CC1
 : 2% | 0% | -6%
COCCCNS(=O)(=O)c1ccc(Oc2ncc(C(F)(F)F)cc2Cl)cc1
 : 0% | -9% | -6%
CC(C)(C)C(=O)Nc1cccc(-c2nc3ccccc3[nH]2)c1
 : 3% | 15% | 0%
COc1ccc(CNCc2c(C(=O)O)n(Cc3ccc(F)cc3)c3cc(C)ccc23)cc1OC
 : 3% | nt | -10%
CN1CCc2c(sc3c2C(=O)NC(c2ccc(OC(=O)c4ccc(Cl)cc4)cc2)N3)C1 (stereo not given)
 : 1%[12.3 µM] | nt | -14%
N#Cc1ccc2nc3c(nc2c1)CCCC3
 : nt | -23% | 11%
Cc1cc2c(c(SCC(=O)NCCc3ccccc3)n1)C(=O)OC2
 : -2% | -10% | 12%
COCCCN1C(=O)C(O)=C(C(C)=O)C1c1cccc(F)c1 (stereo not given)
 : 3% | 0% | -3%
COC(=O)c1ccccc1NS(=O)(=O)c1ccc(F)cc1
 : -2% | 7% | -4%
CC(=O)Nc1sc2c(c1C(c1ccccc1Cl)N1CCN(CCO)CC1)CCCC2 (stereo not given)
 : 6% | ? | 11%
COc1ccc2cc(-c3[nH]ncc3CNCCn3nc(C)cc3C)ccc2c1
 : 0% | -1% | -10%
O=C(c1ccc(Cl)cc1)N1C2C=CC(C2)C1(C(F)(F)F)C(F)(F)F (stereo not given)
 : nt | 10% | 11%
CCOc1ccc(S(=O)(=O)NCCC(=O)NCC(c2cccs2)N2CCOCC2)cc1 (stereo not given)
 : 4% | -1% | 1%
COc1cc(/C=C/C(=O)N2CCN(C)CC2)cc(S(=O)(=O)N2CCc3ccccc32)c1OC
 : 1% | 8% | 21%
Cc1c(N=C2NN=C(c3c[nH]c4ccccc34)CS2)c(=O)n(-c2ccccc2)n1C
 : 9% | -16% | 1%

# 3 of the entries above in order of their number in N370S GC, smallest number first.
canonical_smiles | TDP1 inh | N370S GC
COc1ccc2cc(-c3[nH]ncc3CNCCn3nc(C)cc3C)ccc2c1 | 0% | -1%
O=C(c1cccc(S(=O)(=O)N2CCOCC2)c1)N1CCN(Cc2ccc3c(c2)OCO3)CC1 | 2% | 0%
COC(=O)c1ccccc1NS(=O)(=O)c1ccc(F)cc1 | -2% | 7%
